Bioassay records (PubChem)
MITF TRPM1 inh = MITF TRPM1 promoter inhibition in SK-MEL-5 cells; SK-MEL-5 TRPM1 promoter luciferase, 24 h; inhibition, % at 12.5 µM; hit rate 0.83% among 330,000; AID 488899;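 active = mean inhibition across replicates of 60% or more, whatever share of single replicates reaches that level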; note: values of inactives mirror those of a sister screen read the other way
NR2E3 ag-1 = NR2E3 (human) agonism; Q9Y5X4; GST-NR2E3/biotin-RetCOR TR-FRET, 1536-well; inhibition of corepressor binding, % at 4.78 µM; hit rate 0.12% among 320,000; AID 2300;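 active = percent inhibition above the cutoff of mean plus 3 SD of all tested compounds, set per screening campaign, cut at about 20% in these data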;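 note: 0% = DMSO wells and 100% = biotin wells as full block of FRET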
Target sequence (Q9Y5X4 whole entry, looked up): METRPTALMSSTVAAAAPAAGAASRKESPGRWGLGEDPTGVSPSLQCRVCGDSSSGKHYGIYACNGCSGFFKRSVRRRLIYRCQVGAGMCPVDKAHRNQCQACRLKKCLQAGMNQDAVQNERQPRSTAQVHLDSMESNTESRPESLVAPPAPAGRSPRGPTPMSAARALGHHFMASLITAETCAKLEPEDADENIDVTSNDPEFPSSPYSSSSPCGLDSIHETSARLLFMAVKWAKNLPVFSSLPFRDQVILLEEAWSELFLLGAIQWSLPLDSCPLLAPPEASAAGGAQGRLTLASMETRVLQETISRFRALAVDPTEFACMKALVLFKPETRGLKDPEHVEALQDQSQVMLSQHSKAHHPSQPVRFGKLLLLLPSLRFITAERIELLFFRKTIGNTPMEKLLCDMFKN
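Test system – NR2E3–RetCOR corepressor complex · Quantity – NR2E3 fusion 1.35 nM · Buffer or medium – Tris pH 7.5 · Incubation – Compound–protein incubation for 5 h at 4 °C · Technique – TR-FRET, Eu(K)-anti-GST donor, streptavidin-D2 acceptor, ex 340, em 617/671 nm · Evaluation – percent inhibition of 671/617 nm emission ratio versus biotin and DMSO controls · Plate – 1536-well format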
HIF-2a inh = HIF-2a inhibition; 786-0 RCC cells HIF-2a reporter, luciferase luminescence, overnight; inhibition, % at 18.8 µM; hit rate 0.72% among 360,000;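 active = inhibition of the luminescence signal of 40% or more relative to plate controls, in a single-dose primary screen at 18.75 µM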
Peg3 promoter = Peg3 promoter activity inhibition. HeLa PEG-Prom luciferase reporter, luminescence, overnight. inhibition, % at 20 µM. hit rate 1.7% among 360,000;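 active = inhibition of at least 50% at 20 µM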
NR2E3 ag-2 = agonists of human NR2E3 nuclear receptor; AID 602229; CHO-S Gal4-NCOR/VP16-NR2E3 two-hybrid, luciferase; hit rate 0.35% among 360,000; Q9Y5X4; inhibition of corepressor binding, % at 3.98 µM;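 active = inhibition above the mean of all tested compounds plus 3 SD, cut at about 70% in these data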;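 note: 0% = DMSO with NR2E3 transfected cells and 100% = cells lacking NR2E3 construct; higher means lower luciferase signal from less NR2E3 corepressor binding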
KKLEB cytotox = reduces viability of KKLEB cystic fibrosis airway cells; KKLEB CF airway cells viability, ATPlite luminescence, overnight; active compounds read low; cells stimulated with P. aeruginosa culture filtrate; activity change (cytotoxicity), % at 5 µM; hit rate 0.36% among 360,000; AID 602141;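 active = corrected activity change at or below -50% at 5 µM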
Shn3 3UTR inh = inhibitors of Schnurri-3 3'UTR reporter in osteoblasts; Clone20 osteoblast Shn3 3'UTR firefly luciferase, 24 h; inhibition, % at 12.5 µM; hit rate 0.52% among 360,000; AID 588674;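 active = mean inhibition of at least 75% with every replicate also reaching 75%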;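 note: 0% = median of neutral control wells and 100% = pilot-screen positive control compound; some compounds past the cut are filed as inactive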
C8 TRAIL sens = caspase-8 TRAIL sensitization; hit rate 1% among 360,000; AID 624354; inhibition (viability loss, TRAIL sensitization), % at 10 µM; NB7+C8 cells + TRAIL, ATPlite viability luminescence;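 active = compounds causing at least 50% loss of cell viability in the single-dose screen, relative to plate controls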
TROY NFkB inh = inhibitors of TROY-dependent NF-kB signaling | Q293 LMP1-TROYcd NF-kB luciferase reporter, 4 h | inhibition, % at 10 µM | hit rate 0.98% among 360,000;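 active = compounds whose plate-normalised and pattern-corrected inhibition of the luciferase reporter signal at the single screening dose is 50% or more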
TWEAK Fn14 block = blocks TWEAK-Fn14 interaction in a reporter cell assay | TWEAK-stimulated Fn14 reporter cells, luciferase luminescence, 8 h | inhibition, % at 10 µM | hit rate 2% among 360,000; in the data active = inhibition above about 50%
CF NFkB inh = inhibitors of cystic fibrosis induced NF-kB; inhibition, % at 5 µM; AID 588850; hit rate 0.86% among 360,000; KKLEB NF-kB-GFP reporter, PAF-induced, GFP fluorescence overnight;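 active = at least 50% inhibition at 5 µM, scaled per plate between neutral and stimulator controls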;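 note: PAF is a Pseudomonas aeruginosa culture filtrate used as stimulus; plate controls were PAF-stimulated DMSO wells for no effect and unstimulated DMSO wells for full effect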
Numbers without * were called inactive; nt = no result given. Not all compounds are listed (hit frequency here may not be typical).

SMILES	MITF TRPM1 inh	NR2E3 ag-1	HIF-2a inh	Peg3 promoter	NR2E3 ag-2	KKLEB cytotox	Shn3 3UTR inh	C8 TRAIL sens	TROY NFkB inh	TWEAK Fn14 block	CF NFkB inh
COc1cc(/C=C2/C(=O)NN(c3cccc(F)c3)C2=O)ccc1OC(=O)c1ccco1	11	-5	17	1	-25	3	28	-2	-19	-28	-21
CC(=O)c1ccc(NC(=O)C(C)O/N=C(\N)c2ccccc2)cc1 (stereo not drawn)	-2	nt	-30	-13	-15	3	3	-13	1	-9	-2
Cc1c(NS(=O)(=O)c2cccc([N+](=O)[O-])c2)c(=O)n(-c2ccccc2)n1C	8	-5	7	6	-6	-3	2	14	11	-18	-11
N=c1c2c(ncn1CCCO)Oc1cc(O)ccc1C2c1ccccc1 (stereo not drawn)	-13	-2	19	14	20	-9	17	1	-18	-19	-2
COc1ccccc1CNC(=O)c1cc(-c2ccccc2)n(Cc2cc(C)no2)n1	4	6	10	16	-11	-2	5	-9	-12	-21	-24
COC(=O)C(Cc1ccc(OC(=O)c2ccc(C(F)(F)F)cc2)cc1)N1Cc2ccccc2C1=O (stereo not drawn)	-69	0	-180	-217	-38	-12	-49	-24	-16	-35	-12
CCOC(=O)C1CCCN(CC(=O)Nc2c(C(=O)OC)[nH]c3ccc(C)cc23)C1 (stereo not drawn)	9	4	-6	13	-17	1	28	-2	-4	-13	-9
COc1ccc(CNc2ccc(C)cc2)cc1Br	-16	1	-142	-62	-10	-18	-15	-20	-46	-17	9
O=C(CCN1CCCC1)c1cccs1	-1	2	14	2	-17	8	11	-13	-1	17	-5
O=C(Cn1cnc2c(nnn2Cc2ccc(Cl)cc2)c1=O)N1CCN(c2ccccc2)CC1	nt	5	15	16	-1	-7	27	22	15	23	-11
O=C(NCCC1=CCCCC1)C1CCCN(S(=O)(=O)c2cnc[nH]2)C1 (stereo not drawn)	1	-2	3	7	-1	-7	-1	-1	11	2	25
CCC(C)Oc1ccccc1C1CC(=O)NC2=C1C(=O)CCC2 (stereo not drawn)	1	0	19	22	-10	-5	-17	11	0	7	0
O=c1cc(-c2ccccc2)nc2nc[nH]n12	-14	-3	19	-5	-12	8	-2	16	-7	-11	-14
CCc1nnc(NC(=O)c2cc(OC)c(OC)cc2[N+](=O)[O-])s1	-4	2	9	9	-20	2	-5	-3	0	9	1
Cc1cc(C)n2nc(SCC(=O)Nc3ccccc3)nc2n1	3	1	-6	19	0	-5	-9	24	5	-8	-4
Cc1cc(C)nc(NC(=O)CSc2nn(-c3ccccc3)c(=S)s2)n1	1	-2	5	-2	28	1	-11	-13	-4	-2	-13
CC(=O)NC(c1ccccc1)c1nc(-c2ccc3ccccc3c2)cs1 (stereo not drawn)	nt	nt	-242	-164	-58	0	-5	-3	-19	10	-9
O=C(COC(=O)c1ccc(Br)cc1)NCc1ccccc1	-8	-4	15	4	3	7	-10	-11	11	7	0
COc1ccc(NC(=O)COc2coc(CN3CCCc4ccccc43)cc2=O)cc1	-1	1	-18	10	18	-8	2	4	-80	-10	-2
CSc1nsc(SCC(=O)Nc2ccc(C(N)=O)cc2)n1	0	1	-24	-51	20	-12	-8	-23	0	12	-30
CCOc1ccc2c(c1)C(N(CCN1CCOCC1)C(=S)Nc1ccccc1OC)CC(C)(C)O2 (stereo not drawn)	-6	-2	3	-6	6	2	6	7	-1	-5	6
C[C@@]12C(=O)Nc3ccc(Cl)cc3C(=O)N1[C@H]1c3cc(Cl)ccc3OC[C@@H]1[C@@H]2c1ccccc1	10	nt	22	31	11	-26	-19	0	13	0	38
CCOC(=O)CS(=O)(=O)c1nc(-c2ccccc2)cc(C(F)(F)F)n1	102*	1	89*	105*	-1	-21	97*	-11	39	35	79*
CC(=O)N1CCCN(C(=O)c2ccc3nc(Cc4ccccc4F)oc3c2)CC1	3	-2	-51	-23	-23	-3	-18	5	11	10	7
COc1cccc(NC(=S)N(CCN(C)C)C(C)c2cccnc2)c1 (stereo not drawn)	-18	2	-3	20	-12	-2	16	-2	7	-1	10
COc1ccc(S(=O)(=O)N2c3ccc(F)cc3CCC2C)cc1 (stereo not drawn)	41	2	20	8	27	-5	-14	21	17	-5	50*
Cc1cc(C)cc(NC(=O)CN2CCc3cc4c(cc3C2C)OCCCO4)c1 (stereo not drawn)	8	1	8	15	-15	-4	7	-8	18	-17	-1
Cc1cccc(N(C(=O)CNC(=O)c2ccco2)C(C(=O)NC2CCCC2)c2ccncc2)c1C (stereo not drawn)	14	6	9	8	-19	3	-2	44	10	-5	15
Fc1ccc(NC(=S)Nc2cccc3ccccc23)cc1	-6	-2	-207	-214	-113	9	-5	8	45	31	-15
COc1cc(-c2noc(CCCC(=O)NCc3ccccc3)n2)cc(OC)c1OC	16	-4	18	13	22	2	18	-2	9	-29	-2
O=c1[nH]c(=O)n(CCOc2ccc(Cl)cc2)cc1Br	-13	-4	17	-1	-18	-5	-16	-13	-17	-14	2
O=C1/C(=C/Nc2cccc([N+](=O)[O-])c2)CCc2ccccc21	-42	0	-212	-301	-125	9	-72	15	1	-18	-46
CC(=O)c1c(C)[nH]c(C(=O)OCc2nc3ccsc3c(=O)[nH]2)c1C	-23	2	-119	-133	-52	-12	-28	3	-12	20	18
CCOc1ccc(C2C(C(=O)c3cccs3)=C(O)C(=O)N2Cc2cccnc2)cc1OC (stereo not drawn)	7	2	-83	-16	-27	2	-63	-6	-26	-11	0
Cc1cccc(Nc2nc(-c3ccncc3)cs2)c1	-50	0	-142	-126	29	-16	24	8	14	11	42
CCOc1ccc(CCNC(=O)COC(=O)c2[nH]c(C)c(C(C)=O)c2C)cc1OCC	nt	nt	3	9	25	1	-23	11	-7	-6	-15
Cc1cccc(C(=O)OCC(=O)N(CC(C)C)c2c(N)n(Cc3ccccc3)c(=O)[nH]c2=O)c1C	7	nt	12	9	23	-12	1	-21	11	-18	13
COc1ccc(-n2nc([N+](=O)[O-])c(=NCc3ccc4c(c3)OCO4)n2O)cc1	2	1	-159	-28	-48	12	19	3	7	-4	-7
COc1ccc(C(=O)OC(C)C(=O)NC2CCCc3ccccc32)cc1OC (stereo not drawn)	-2	3	8	22	-11	10	45	-3	2	-11	15
Cc1cccc(-c2c3c(=O)n(C)c(=O)n(C)c3c3cccnn23)c1	10	-2	21	11	-32	10	5	-1	-12	11	-112
S=C(NCC1CCCO1)N1CCN(c2cccc(Cl)c2)CC1 (stereo not drawn)	-2	4	8	0	14	5	-6	10	-11	-29	-1
Cc1ccc(SCC2(O)CCN(C(=O)c3ccc(Cl)cc3)CC2)cc1	-4	-4	4	25	14	-2	7	9	5	-2	-5
CC(/C=N/NC(=O)Cc1cc(=O)[nH][nH]1)=C\c1ccccc1	-2	-2	12	14	15	6	-5	-16	0	5	-2
CSCCC(=O)N1CCC(n2nccc2NC(=O)c2ccc3c(c2)OCO3)CC1	-51	-2	-218	-290	-78	12	-112	-2	-67	-25	-34
O=C(Nc1ccc([N+](=O)[O-])cc1)C1(c2ccccc2)CCOCC1	-19	5	22	26	6	-8	18	-1	9	0	10
OC(CCCN1CCC(O)(c2ccc(Cl)cc2)CC1)c1ccc(F)cc1 (stereo not drawn)	1	-2	0	-6	-19	16	9	5	5	8	11
CCS(=O)(=O)N1CCN(CC2CC3C=CC2C3)CC1 (stereo not drawn)	-6	-1	1	4	-6	-7	14	-14	-13	-7	8
COc1ccc(NC(=O)c2ccc(-c3ccccc3C(F)(F)F)o2)cc1	-48	0	-288	-181	-7	-4	-29	-1	-23	-21	5
O=C(CNC(=O)c1cccs1)NCC(=O)OCC(=O)c1ccc([N+](=O)[O-])cc1	10	6	-9	6	15	-3	2	-5	15	-88	-22
Cc1nn(-c2ccccc2)c(C)c1NC(=O)COC(=O)c1ccc(NC(=O)CC#N)cc1	5	1	20	-1	-9	-10	-7	8	-11	14	12
CN(C)CCCNC(CC(=O)Nc1cccc([N+](=O)[O-])c1)C(=O)O (stereo not drawn)	-8	0	2	2	21	5	-22	4	-4	18	-7
O=C(CSc1nnc(-c2ccccc2)o1)NC(=O)Cc1ccccc1	-7	nt	-21	-11	-9	-26	-4	20	-11	1	2
COc1ccc(CNC(=O)CN(C(=O)c2csnn2)c2cccc3c2CCCC3)cc1	5	2	18	9	6	7	-3	-10	-1	29	-8
CC(C)CNC(=O)C1CCN(CC2CCCCC2)CC1	10	4	10	7	-16	4	4	4	-8	9	-7
O=C(COc1cccc(C(F)(F)F)c1)Nc1ccccc1N1CCCCC1	10	0	6	13	-27	-12	-52	9	-21	0	26
CN(Cc1cn[nH]c1-c1ccc2c(c1)OCO2)C1CCOCC1	0	1	1	8	2	-8	4	-10	-7	-11	2
CCc1noc(C)c1C(=O)OC(C)C(=O)Nc1ccc(Cl)cn1 (stereo not drawn)	14	2	14	-13	25	10	-17	9	11	21	-5
CCOc1ccc(CCN2C(=S)N([C@@H](CC(C)C)CN3CCC[C@@H]3CN3C(=S)NC[C@@H]3CC(C)C)C[C@@H]2Cc2ccc(O)cc2)cc1	nt	nt	-15	19	8	-8	6	29	20	43	36
O=C(Nc1cc(Cl)ccn1)C1(c2ccccc2)CC1(Cl)Cl (stereo not drawn)	-6	-6	16	2	-37	-10	nt	8	6	15	-10
O=C(O)c1ccc(NC(=S)NC(NC(=O)c2ccco2)C(Cl)(Cl)Cl)cc1 (stereo not drawn)	0	0	17	22	-25	-5	-13	-18	-11	0	10
O=C(NCCc1ccccc1)C1=COCCO1	-61	0	-32	-183	-93	-8	-45	16	-13	14	6
S=c1[nH]ccn1-c1ccc(Cl)cc1	0	2	8	12	6	5	-11	0	9	12	4
Cc1ccc(SCC(=O)Nc2ccc(N3CCN(C)CC3)c(F)c2)cc1	-27	3	-137	-129	-49	-3	-23	7	-48	-22	4

Ordered by formula weight (highest first): 3 of the compounds above
SMILES	MITF TRPM1 inh	NR2E3 ag-1	HIF-2a inh	Peg3 promoter	NR2E3 ag-2	KKLEB cytotox	Shn3 3UTR inh	C8 TRAIL sens	TROY NFkB inh	TWEAK Fn14 block	CF NFkB inh
CSc1nsc(SCC(=O)Nc2ccc(C(N)=O)cc2)n1	0	1	-24	-51	20	-12	-8	-23	0	12	-30
CC(C)CNC(=O)C1CCN(CC2CCCCC2)CC1	10	4	10	7	-16	4	4	4	-8	9	-7
O=C(NCCc1ccccc1)C1=COCCO1	-61	0	-32	-183	-93	-8	-45	16	-13	14	6

Filtered by structure, those above containing two or more sulfur atoms.
SMILES	MITF TRPM1 inh	NR2E3 ag-1	HIF-2a inh	Peg3 promoter	NR2E3 ag-2	KKLEB cytotox	Shn3 3UTR inh	C8 TRAIL sens	TROY NFkB inh	TWEAK Fn14 block	CF NFkB inh
Cc1cc(C)nc(NC(=O)CSc2nn(-c3ccccc3)c(=S)s2)n1	1	-2	5	-2	28	1	-11	-13	-4	-2	-13
CSc1nsc(SCC(=O)Nc2ccc(C(N)=O)cc2)n1	0	1	-24	-51	20	-12	-8	-23	0	12	-30
CCOc1ccc(CCN2C(=S)N([C@@H](CC(C)C)CN3CCC[C@@H]3CN3C(=S)NC[C@@H]3CC(C)C)C[C@@H]2Cc2ccc(O)cc2)cc1	nt	nt	-15	19	8	-8	6	29	20	43	36
